Screening results as filed in PubChem.
KOR beta-arrestin-1 – KOR agonists, beta-arrestin recruitment, primary screen, cell-based, luminescence, uHTS (AID 1777). KOR beta-arrestin recruitment, luminescence; higher % means a stronger effect. activation, % at 10 µM, or EC50 in µM where a hit was titrated. 280,000 tested, 0.02% active; in the data active = activation above about 50%, passing the limit was not always enough; note: a part of the inactive calls stands beside numbers as strong as those of hits
MgcRacGAP inhibition – MgcRacGAP GTPase-activating activity inhibitors, confirmation, biochemical, ADP Hunter fluorescence; 340,000 tested, 0.6% active; inhibition, % at 30 µM; hits with a dose series show IC50 in µM; MgcRacGAP-stimulated Rac1 GTP hydrolysis, ADP Hunter fluorescence; higher % means a stronger effect; GST-tagged Rac1 F28L mutant substrate;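 active = first-screen hits whose inhibition reached a set limit at any dose in the follow-up dose series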;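 note: fluorescence reports GDP produced by GAP-driven GTP hydrolysis; strong numbers were not always called active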
GPR55 activation – selective activators of receptor GPR55 – imaging, U2OS cells, beta-arrestin-GFP redistribution, primary screen (AID 1961) | one-dose activation, % at 10 µM; EC50 in µM for titrated hits | 290,000 tested, 0.048% active | U2OS GPR55 beta-arrestin-GFP redistribution imaging; higher % means a stronger effect;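 active = activation above 40% with more than 50 cells counted in the well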;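 note: U2OS osteosarcoma cells stably expressing GPR55 and beta-arrestin-GFP; plate controls were DMSO negative control for no effect and LPI positive control for full effect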
NOD1 inhibition – inhibition of NOD1-driven NF-kB reporter – cell-based, luminescence, uHTS, primary screen (AID 1578). NOD1-driven NF-kB luciferase reporter cells, luminescence; higher % means a stronger effect. 290,000 tested, 1% active. inhibition, % at 4 µM, or EC50 in µM where a hit was titrated; in the data active = inhibition mostly above about 36%, no sharp cut-off; inactive = mostly below about 34%;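 note: HEK-293T reporter cells stimulated with the NOD1 agonist gamma-tri-DAP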
HIV fusion peptide – cell-free HIV fusion peptide-binding blockers – biochemical, uHTS, fluorescence dequenching, primary screen (AID 1986); 290,000 tested, 0.3% active; cell-free peptide binding, fluorescence dequenching, 30 min; higher % means a stronger effect; inhibition, % at 20 µM; hits with a dose series show IC50 in µM; in the data active = inhibition mostly above about 52%, no sharp cut-off; inactive = mostly below about 76%; note: some results filed as inactive read as strong as hits
KOR beta-arrestin-2 – KOR antagonists, beta-arrestin recruitment, cell-based, luminescence, uHTS (AID 1778) | KOR beta-arrestin recruitment, luminescence, antagonist mode; higher % means a stronger effect | one-dose inhibition, % at 10 µM; IC50 in µM for titrated hits | 290,000 tested, 0.091% active; note: strong numbers were not always called active
GPR55 LPI antagonism – inhibition of LPI-stimulated GPR55 beta-arrestin translocation – imaging, U2OS, beta-arrestin-GFP, LPI agonist, primary screen (AID 2013); U2OS GPR55 beta-arrestin-GFP translocation imaging, LPI antagonism; higher % means a stronger effect; inhibition, % at 10 µM; hits with a dose series show IC50 in µM; 290,000 tested, 0.13% active;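 active = spots per cell inhibited over 60%, with over 100 cells counted and total cytoplasm intensity under 500,000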;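 note: U2OS cells stably carrying GPR55 and arrestin-GFP stimulated by 5 µM LPI near EC80; imaged beta-arrestin-GFP aggregate spots per cell after agonist stimulation; plate controls were LPI-stimulated DMSO wells for no effect and DMSO wells without LPI for full effect; some results filed as inactive read as strong as hits; confirmed hits need IC50 under 10 µM and bright autofluorescent wells are also inconclusive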
NOD2 inhibition – NOD2 signaling inhibitors, cell-based, luminescence, uHTS, HEK293 (AID 1566); HEK293 NOD2/NF-kB luciferase reporter, luminescence; higher % means a stronger effect; inhibition, % at 4 µM; hits with a dose series show EC50 in µM; 290,000 tested, 0.63% active; note: many of its hits are not listed in these tables
SV40 large T antigen – TAg ATPase/helicase activity blockers – biochemical (AID 1903); one-dose inhibition, % at 20 µM; IC50 in µM for titrated hits; SV40 large T antigen ATPase/helicase inhibition assay; higher % means a stronger effect; 310,000 tested, 0.39% active; in the data active = a potency from the dose series; note: strong numbers were not always called active
* hit, by the source's call; . = not tested or not shown; [ ] = remark or other dose. Cut-off read from the data, not from the text of the source, unless noted: active = inhibition above about 50%; inactive = the rest. Only part of the results is shown; the hit share may differ from the screen's.

SMILES	KOR beta-arrestin-1	MgcRacGAP inhibition	GPR55 activation	NOD1 inhibition	HIV fusion peptide	KOR beta-arrestin-2	GPR55 LPI antagonism	NOD2 inhibition	SV40 large T antigen
CCC(=O)c1c[nH]c(C(=O)NCCc2ccccn2)c1	-0.7%	4%	-0.2%	-20%	1.7%	-18%	18%	12%	8%
CCOC(=O)C1(CCOc2ccccc2)CCN(Cc2cnc(C)[nH]2)CC1	-5.6%	3%	-0.3%	-11%	0.8%	-11%	8%	5%	10%
CCn1c(SCC(=O)N/N=C/c2cccs2)nc2ccccc21	4.1%	7%	0.9%	4%	-1.0%	-17%	-6%	-14%	18%
CCOc1ncccc1C(=O)NCc1ccc(OC)cc1	-1.7%	5%	-0.3%	12%	0.4%	1%	-19%	10%	-2%
CCOC(=O)c1c(C)n(C)c2ccc(OCC(O)CN(CC)CC)cc12 (configuration not stated)	2.2%	18%	-0.1%	-19%	0.1%	1%	-9%	-1%	51%
S=C1NCCc2ccccc2C1c1ccccc1 (configuration not stated)	4.6%	6%	0.0%	24%	-3.2%	1%	8%	1%	11%
CCSc1cc(N2CCCC2)nc(-c2ccc(C)cc2)n1	5.0%	10%	-0.3%	56%	1.5%	-54%	2%	-3%	6%
COc1ccc(C(=O)N2CCN(Cc3ccc4c(c3)OCO4)CC2)cc1OC	-0.4%	26%	0.6%	54%	-2.4%	-22%[20 µM]	-1%	8%	7%
O=C(c1ccc(Cl)c(Cl)c1)N1CCC(=O)N(C(COCc2cccc(C(F)(F)F)c2)Cc2ccccc2)CC1 (configuration not stated)	-0.5%	14%	0.1%	46%	-3.0%	6%	14%	-23%	9%
COc1ccc(N2C(=O)C3C4C=CC(C4)C3C2=O)nn1 (configuration not stated)	-1.7%	3%	0.3%	-30%	1.6%	22%	8%	11%	-3%
COc1cc2c(cc1OC)CN(S(C)(=O)=O)CC2	-4.5%	14%	0.3%	9%	2.3%	25%	11%	5%	-2%
COc1ccc(C2Nc3ccccc3C(=O)N2NS(=O)(=O)c2ccc(C)cc2)cc1 (configuration not stated)	-0.5%	2%	-0.2%	-20%	-1.0%	19%	13%	9%	8%
CN1C(=O)Cc2cc(S(=O)(=O)N3CCOCC3)ccc21	-4.0%	6%	-0.2%	-16%	0.1%	-31%	9%	-3%	24%
O=C(O)CNC(=S)N(Cc1ccc(F)cc1)C1CCCCC1	3.7%	-2%	-0.4%	-31%	0.2%	-16%	-4%	12%	-2%
COc1ccc(C2=NO[C@@H]3[C@@H]4C[C@@H]([C@H]5C(=O)N(c6ccc7c(c6)OCO7)C(=O)[C@@H]45)[C@H]23)cc1OC	0.4%	9%	-0.2%	-26%	2.1%	0%	4%	10%	8%
CC(=O)c1ccc(NC(=O)N2CCc3ccccc3C2)cc1	-4.2%	5%	-0.4%	-57%	2.1%	21%	1%	-42%	7%
Cc1noc(C)c1COC(=O)c1ccc(S(=O)(=O)N2CCCCC2)cc1	-1.4%	5%	-0.4%	-22%	-0.7%	-22%	-10%	4%	15%
Cc1ccc(N(CC(=O)NC2CCCCC2)C(=O)CCCC(=O)Nc2ccccn2)c(C)c1	1.1%	-3%	0.0%	2%	1.1%	-46%	2%	15%	9%
COC(=O)c1nc(C(=O)OC)c(C(=O)OC)nc1C(=O)OC	0.0%	-4%	-0.3%	-5%	0.2%	-25%	-4%	8%	13%
COc1ccc2c(C)cc(SCC(=O)N(C)C3CCS(=O)(=O)C3)nc2c1 (configuration not stated)	-1.0%	3%	0.5%	-23%	1.4%	-5%	-3%	10%	-2%
O=C(CSc1ncnc2nc[nH]c12)N1CCN(c2ccc(Cl)cc2)CC1	5.8%	4%	-0.1%	18%	0.0%	-4%	-4%	31%	6%
O=C(N/N=C\c1ccc(-c2ccccc2[N+](=O)[O-])o1)C1COc2ccccc2O1 (configuration not stated)	1.0%	9%	-0.1%	-16%	7.9%	-11%	11%	28%	9%
COc1cc(-c2nnc(SCC(=O)OC3CCCCC3)o2)cc(OC)c1OC	-4.9%	-1%	-0.1%	-10%	0.5%	-30%	8%	6%	-4%
COc1cc(/C=N/Nc2ccc3ccccc3c2)ccc1OC(=O)c1ccco1	-2.3%	21%	-0.1%	-44%	5.9%	27%	4%	-89%	5%
O=C(Nc1nc2ccccc2[nH]1)c1ccc(OC(F)F)cc1	-3.1%	5%	-0.3%	-56%	-0.6%	-17%	-4%	-159%	13%

3 of the compounds above, bar-delimited:
compound | KOR beta-arrestin-1 | MgcRacGAP inhibition | GPR55 activation | NOD1 inhibition | HIV fusion peptide | KOR beta-arrestin-2 | GPR55 LPI antagonism | NOD2 inhibition | SV40 large T antigen
COc1ccc(C2Nc3ccccc3C(=O)N2NS(=O)(=O)c2ccc(C)cc2)cc1 (configuration not stated) | -0.5% | 2% | -0.2% | -20% | -1.0% | 19% | 13% | 9% | 8%
COc1ccc(C(=O)N2CCN(Cc3ccc4c(c3)OCO4)CC2)cc1OC | -0.4% | 26% | 0.6% | 54% | -2.4% | -22%[20 µM] | -1% | 8% | 7%
Cc1ccc(N(CC(=O)NC2CCCCC2)C(=O)CCCC(=O)Nc2ccccn2)c(C)c1 | 1.1% | -3% | 0.0% | 2% | 1.1% | -46% | 2% | 15% | 9%

Further entries follow:
SMILES	KOR beta-arrestin-1	MgcRacGAP inhibition	GPR55 activation	NOD1 inhibition	HIV fusion peptide	KOR beta-arrestin-2	GPR55 LPI antagonism	NOD2 inhibition	SV40 large T antigen
O=C(c1ccc2c(c1)C(=O)N(Cc1ccco1)C2O)N1CCOCC1 (configuration not stated)	2.5%	2%	0.6%	-10%	0.5%	8%	2%	12%	3%
COc1ccc(OCC(=O)NCCc2ccc(S(N)(=O)=O)cc2)cc1	-1.8%	2%	-0.2%	-22%	-1.0%	-23%	5%	-7%	8%
Cc1ccccc1N1C(=O)C(Cl)=C(N2CCOCC2)C1=O	2.9%	12%	-0.1%	-13%	0.3%	-20%	-4%	1%	4%
Cc1cccc2nc(CSc3nc4[nH]ncc4c(=O)n3-c3cccc(Cl)c3)cc(=O)n12	9.2%	13%	0.1%	75%*	1.9%	1%	-13%	37%	8%
Clc1ccc(OCc2nnc(-c3ccccc3Br)o2)c(Cl)c1	-0.2%	8%	0.7%	-117%	-4.3%	-23%	-2%	-97%	-1%
CCS(=O)(=O)c1ccc2c(c1)NC(=O)C(CCCl)O2 (configuration not stated)	4.3%	3%	0.1%	1%	0.0%	13%	9%	13%	-4%
COC(=O)c1cc(C#N)c(Oc2ccc(F)cc2)nc1C	3.7%	3%	-0.2%	-43%	1.8%	-4%	21%	8%	24%
Cc1ccc(C)c(-n2c3nc(=O)n(C)c(=O)c-3cc3ccccc32)c1	7.8%	6%	-0.1%	8%	-3.6%	16%	-3%	9%	10%
CC(=O)c1ccc(NC(=S)NCCc2cccc(Cl)c2)cc1	-3.1%	9%	0.2%	-41%	-0.7%	-13%[20 µM]	2%	-46%	9%
N#Cc1ccc(OCc2nnc(SCC(=O)c3ccccc3)n2-c2ccccc2)cc1	0.3%	11%	0.3%	-20%	-0.3%	-4%	5%	10%	-1%
CC(C)=Nc1ccccc1C1COC(=O)C1=N (configuration not stated)	-0.6%	4%	0.5%	-16%	0.0%	-14%	7%	11%	8%
COc1ccc(Cl)cc1-c1nc(N)nc(N(C)C)n1	-2.0%	4%	2.0%	-27%	0.2%	-26%	17%	0%	9%
Cc1ccc(/C=N/NC(=O)c2nnn(-c3nonc3N)c2-c2cccs2)cc1	0.2%	-6%	-0.1%	2%	1.6%	-44%	8%	-5%	0%
CN(C)CCN(C(=O)c1ccc(N2C(=O)CCC2=O)cc1)c1nc2cc3c(cc2s1)OCCO3	-3.4%	.	0.2%	-31%	9.8%	-4%	-15%	-5%	11%
Cc1cccc2sc(N(CCN(C)C)C(=O)/C=C/c3cccs3)nc12	4.3%	8%	-0.5%	31%	-1.2%	25%	10%	22%	-3%
COc1ccc(F)cc1C(=O)C1CCCN(C(=O)c2ccccc2N(C)C)C1 (configuration not stated)	-0.7%	-11%	-0.2%	-17%	0.4%	-43%	8%	10%	-10%
O=C(CC1(O)C(=O)N(C/C=C/c2ccccc2)c2ccccc21)c1ccccn1 (configuration not stated)	6.4%	12%	0.1%	-2%	-0.3%	-40%	-10%	2%	11%
O=C(NNc1nc(-c2ccccc2)c2cc(Br)ccc2n1)c1ccc(S(=O)(=O)N2CCCCC2)cc1	3.1%	5%	-0.2%	-5%	-1.7%	6%	-3%	-2%	21%
CCOC(=O)Cc1csc(NC(=O)CCCC(=O)O)n1	2.4%	.	-0.2%	-11%	-0.5%	15%	-4%	-4%	4%
Cc1ccc(OC2=NS(=O)(=O)c3ccccc32)cc1	-0.3%	4%	0.0%	-16%	-2.1%	-21%	4%	11%	23%
O=S1(=O)CCC(n2nccc2-c2ccccc2)C1 (configuration not stated)	-3.7%	6%	-0.3%	-15%	-0.4%	-26%	2%	-17%	7%
COc1ccc(-c2nc(CS(=O)CC(=O)NCc3ccc(Cl)cc3)c(C)o2)cc1OC (configuration not stated)	-0.6%	-8%	-0.2%	-24%	0.1%	-10%	5%	3%	17%
COc1ccc(-n2c(COc3cccc(C)c3)nnc2SCC(=O)NCc2ccco2)cc1	7.7%	5%	-0.1%	-24%	-0.9%	32%	0%	2%	15%
Cc1cccc(C)c1NC(=O)C1c2ccccc2Oc2ccccc21	-1.2%	-2%	0.9%	1%	-0.9%	20%	10%	10%	-1%
CNC(=O)/C(C#N)=C/c1c(N2CC(C)OC(C)C2)nc2ccccn2c1=O (configuration not stated)	11%	12%	-0.3%	50%	-0.9%	-12%	-4%	18%	6%

Next part:
SMILES	KOR beta-arrestin-1	MgcRacGAP inhibition	GPR55 activation	NOD1 inhibition	HIV fusion peptide	KOR beta-arrestin-2	GPR55 LPI antagonism	NOD2 inhibition	SV40 large T antigen
O=C(Nc1ccccc1)Nc1nc(-c2ccc(Cl)cc2)cs1	-4.4%	6%	0.3%	-18%	0.9%	0%	-5%	18%	-1%
O=C1CN(C(=O)CSc2nnc(C3CC3)n2-c2ccccc2)c2ccccc2N1	-1.2%	5%	0.3%	7%	-2.0%	-5%	2%	11%	9%
CC1=C/C(=C\c2ccc(Br)o2)C(=O)O1	0.3%	13%	0.4%	-20%	13%	36%	3%	16%	18%
Cc1cccc(N(CC(=O)NC2CCCC2)C(=O)c2nsc(Cl)c2Cl)c1C	2.5%	-1%	0.6%	-30%	-0.7%	-12%	-1%	-11%	.
O=C(c1n[nH]c2ccccc12)N1CCCCC1	-3.6%	7%	-0.4%	-33%	0.0%	-2%	-12%	3%	1%
O=c1cc(O)c2sc3nc(-c4cccnc4)cc(C(F)(F)F)c3c2[nH]1	-1.9%	1%	0.1%	36%	22%	5%	10%	11%	8%
c1cncc(-c2noc(C34CC5CC(CC(C5)C3)C4)n2)c1	5.2%	6%	-0.1%	-21%	2.1%	16%	-1%	-27%	-3%
O=C(c1cccnc1)c1cccnc1	-3.2%	-5%	-0.2%	15%	-2.3%	16%	6%	-3%	18%
CCN(CC)C(=O)c1ccc(-c2nnc(Nc3ccc(C(=O)NC)cc3)c3ccccc23)cc1	-5.0%	9%	0.2%	28%	-1.7%	14%[20 µM]	10%	6%	-2%
